M1 PAM parental = nonselective activator or artifact in parental CHO-K1 calcium assay; ATP EC20, Fluo-8 calcium fluorescence; 0% at ATP EC20, 100% at ATP max; activation, % at 3 µM; actives 0.02% (n = 360,000);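 active = activation above the run cutoff, the mean activation of all test compounds plus 3 SD, cut at about 40% in these data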;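 also: peak over basal fluorescence ratio in a 140 s read after ATP addition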
CHRM5 PAM = potentiates acetylcholine response at human M5 receptor. P08912. CHO-K1 hM5, Fluo-8 calcium, ACh EC20 PAM; 0% = ACh EC20, 100% = ACh EC100. activation, % at 3 µM. actives 0.3% (n = 360,000). AID 624038;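 active = activation above the run cutoff, the mean activation of all test compounds plus 3 SD, cut at about 18% in these data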
Target sequence (P08912 whole entry, looked up): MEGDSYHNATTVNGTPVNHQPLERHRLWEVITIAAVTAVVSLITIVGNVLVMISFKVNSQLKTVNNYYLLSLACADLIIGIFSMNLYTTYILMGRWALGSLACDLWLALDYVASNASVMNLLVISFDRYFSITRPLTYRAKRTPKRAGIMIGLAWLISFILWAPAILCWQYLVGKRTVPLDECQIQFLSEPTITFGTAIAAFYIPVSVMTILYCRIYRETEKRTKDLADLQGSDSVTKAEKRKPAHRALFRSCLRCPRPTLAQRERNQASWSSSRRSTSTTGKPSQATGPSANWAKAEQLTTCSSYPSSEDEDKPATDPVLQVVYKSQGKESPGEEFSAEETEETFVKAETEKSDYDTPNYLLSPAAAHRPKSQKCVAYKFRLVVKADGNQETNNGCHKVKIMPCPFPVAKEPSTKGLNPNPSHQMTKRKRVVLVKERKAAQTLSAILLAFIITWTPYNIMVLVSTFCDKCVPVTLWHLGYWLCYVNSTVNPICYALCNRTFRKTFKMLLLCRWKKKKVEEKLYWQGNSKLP
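system = human M5 receptor in CHO-K1 cells | compound = one concentration, 3 µM final (nominal) | schedule = Post-acetylcholine fluorescence recording 140 s | signal = Fluo-8 calcium dye fluorescence, kinetic read | benchmarks = low control EC20 acetylcholine (0%), high control EC100 acetylcholine (100%) | repeats = singlicate, one well per test compound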
CRFR2-BP antag = CRF-BP/CRF-R2 complex antagonism | HEK293 CRF-R2/CRF-BP, CRF-induced calcium fluorescence | inhibition, % at 11.8 µM | actives 0.59% (n = 350,000);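 active = inhibition of the ligand-induced calcium signal above about 50% at the single tested concentration, limit read from the data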
TAAR1 agonist = agonists of human TAAR1 | actives 0.99% (n = 360,000) | activation, % at 3 µM | CHO RD-HGA16 TAAR1, Fluo-8 calcium fluorescence; vehicle wells 0%, saturating PEA agonist 100%;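 active = activation above the mean activation of all test compounds in the run plus 3 SD, cut at about 38% in these data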
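Assay system: CHO-derived RD-HGA16 cells with stable Gα16 and human TAAR1; timing: 17-24 h seeding, 75 min 37 °C dye, 30 min RT; read-out: % activation from peak over basal fluorescence ratio, DMSO-to-PEA scaled; measured by: kinetic Fluo-8 calcium fluorescence; benchmarks: low control DMSO, high control PEA (EC100); doses: 3 µM single concentration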
CRFBP-R2 agonist = agonists of human CRF-binding protein/CRF-R2 receptor complex | AID 588473 | actives 0.46% (n = 350,000) | HEK293 CRF-R2/CRF-BP, calcium dye fluorescence (FLIPR); percent of saturating CRF peptide response | activation, % at 13.2 µM;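 active = activation of at least 50%, plus an integration ratio under a set limit after plate pattern correction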;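 also: plate controls were neutral control wells without compound for no effect and CRF at EC100 for full effect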
M5 ag = agonists of human muscarinic M5 receptor (CHRM5). P08912. CHO-K1 hM5 cells, Fluo-8 calcium fluorescence; 0% DMSO wells, 100% maximal acetylcholine response. activation, % at 3 µM. actives 0.19% (n = 360,000). AID 624037;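 active = activation above the run's mean over test compounds plus 3 SD, cut at about 23% in these data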;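 also: signal is peak over basal fluorescence ratio across the kinetic read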
TAAR1 antag = human TAAR1 antagonism; CHO RD-HGA16 TAAR1, Fluo-8 calcium fluorescence, antagonist; actives 1.5% (n = 360,000); inhibition, % at 3 µM;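 active = inhibition above a per-plate cutoff, the mean inhibition of test compounds on that plate plus 3 SD, cut at about 49% in these data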;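 also: 0% = DMSO plus EC80 beta-PEA response and 100% = DMSO alone without agonist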
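Test system: hTAAR1-expressing CHO RD-HGA16 cells, Gα16-coupled; Probe or stimulus: EC80 β-phenethylamine stimulus; Compound dosing: single nominal final test compound concentration of 3 µM; Timing: 140 s kinetic read after compound, 140 s after agonist; Signal: Fluo-8 calcium-sensitive fluorescence; Measure: % inhibition of agonist calcium response; Controls: DMSO and EC80 PEA controls.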
M5 antag = antagonists of human muscarinic M5 receptor (CHRM5); P08912; CHO-hM5 cells, Fluo-8 calcium fluorescence, ACh EC80; inhibition, % at 3 µM; actives 0.59% (n = 360,000); AID 624040;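 active = inhibition above a per-plate cutoff, the mean of that plate's test compounds plus 3 SD, cut at about 27% in these data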;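 also: 0% = acetylcholine EC80 with DMSO and 100% = DMSO without agonist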
M4 PAM = positive allosteric modulators of human muscarinic M4 receptor | P08173 | CHO-K1 hM4/Gqi5, Fluo-8 calcium fluorescence, ACh EC20; 0% = ACh EC20, 100% = maximal ACh | activation, % at 3 µM | actives 0.4% (n = 360,000) | AID 624126;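 active = activation above its plate's cutoff, the mean activation of sample wells plus 3 SD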; also: some results filed as inactive read as strong as hits
Target sequence (P08173 whole entry, looked up): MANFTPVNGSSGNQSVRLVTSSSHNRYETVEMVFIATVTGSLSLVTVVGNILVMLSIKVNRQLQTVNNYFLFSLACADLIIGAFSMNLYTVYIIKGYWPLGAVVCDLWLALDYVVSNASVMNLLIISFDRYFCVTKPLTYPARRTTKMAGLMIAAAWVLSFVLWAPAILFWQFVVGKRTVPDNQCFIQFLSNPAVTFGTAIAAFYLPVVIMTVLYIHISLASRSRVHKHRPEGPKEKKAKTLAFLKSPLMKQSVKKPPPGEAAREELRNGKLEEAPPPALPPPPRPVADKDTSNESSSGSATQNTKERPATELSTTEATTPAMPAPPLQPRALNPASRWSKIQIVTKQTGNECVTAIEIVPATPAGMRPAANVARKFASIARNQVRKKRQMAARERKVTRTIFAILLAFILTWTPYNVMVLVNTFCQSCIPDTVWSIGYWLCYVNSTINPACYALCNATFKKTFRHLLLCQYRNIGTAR
* = called active by the depositor; / = not tested or not shown. Compounds were not picked by outcome; overall some 4.2% were active at least once.

SMILES	M1 PAM parental	CHRM5 PAM	CRFR2-BP antag	TAAR1 agonist	CRFBP-R2 agonist	M5 ag	TAAR1 antag	M5 antag	M4 PAM
COC(=O)c1sc(-c2ccc(Cl)cc2)cc1NC(=O)CSCC(=O)O	-8	4	26	10	-4.2	7	2	6	0
CS(=O)(=O)N1CCCC(C(=O)Nc2ccc(F)cc2F)C1 (centres undefined)	4	9	-2	2	0.9	-1	7	-1	-7
COc1cccc(CN2CCN(C(=O)c3cc(-c4ccccn4)nc4ccc(Cl)cc34)CC2)c1	-3	-19	-17	6	2.8	1	31	18	-19
COc1ccc([C@H]2C[C@H](n3cc(COC(=O)c4ccccc4)nn3)[C@@H](O)CN2C(=O)C2CCCCC2)cc1	5	-3	39	5	-3.0	0	-19	0	7
O=C(CCS(=O)(=O)c1ccc(F)cc1)Nc1ccc(N2CCN(Cc3ccccc3)CC2)cc1	16	-1	0	4	-1.5	-1	-27	0	1
CC1CN(C(=O)Cn2cc(SCC(=O)N3CCOCC3)c3ccccc32)CC(C)O1 (centres undefined)	3	-6	0	4	1.9	-3	-3	18	1
CN(C(=O)c1cccc([N+](=O)[O-])c1)c1ccccc1C(=O)NCc1ccccc1	22	-5	3	4	1.0	-2	-9	5	4
C[C@@H](NC(=O)c1nc[nH]c1C(=O)NCC(=O)OCc1ccccc1)c1ccccc1	-9	-35	1	15	1.1	-4	68*	28*	-11
COc1ccc(CCNc2cc(N3CCN(C(=O)c4ccccc4OC)CC3)ccc2[N+](=O)[O-])cc1OC	3	2	11	3	-2.0	-2	12	-1	-7
O=C(Nc1ccc(Cl)cc1)c1cc2nc(C3CC3)cc(C(F)(F)F)n2n1	5	3	19	11	-3.5	2	6	-1	10
Cc1nc2ccccc2n1Cc1ccccc1	9	-5	6	5	-0.5	8	11	2	9
COC[C@H]1CCCN1c1ccc2c(c1)O[C@@H](COCc1ccccc1)CN([C@@H](C)c1ccccc1)S2(=O)=O	5	-4	/	4	/	-1	-20	-1	-6
C=CCNC(=S)NNC(=O)c1cccc(Br)c1	25	-3	0	6	-0.2	0	-11	4	5
COc1ccccc1/C=C\C=N\NC(=O)c1ccco1	6	0	14	0	1.8	-1	-21	-4	4
COc1cccc(C(=O)/C=C2\NCCc3cc(OC)c(OC)cc32)c1	-1	-4	-4	2	-0.2	-3	-10	3	1
CN(CCc1ccccc1)C(=O)c1ccc(NC(=O)Cc2ccc(NC(=O)C3CCCN(S(=O)(=O)c4cccc([N+](=O)[O-])c4)C3)cc2)cc1 (centres undefined)	12	3	-1	14	-0.5	0	-7	-6	14
Cc1nc2ccccc2n1/N=C/c1cccnc1	21	-1	8	6	-0.2	-2	0	0	7
C[C@@H]1CN([C@@H](C)CO)C(=O)CCCn2nncc2CO[C@H]1CN(C)S(=O)(=O)c1ccc2ccccc2c1	-9	-3	-5	1	0.2	-1	-16	-1	0
CCc1nc(N)c(C#N)c(-c2ccc(OC)c(OC)c2)c1C	5	-2	-10	4	-1.3	-1	17	-3	14
CC(C)c1ccccc1NC(=O)c1cccc(NC(=O)c2ccccc2)c1	15	-8	32	9	-1.5	-2	19	-3	0
CCCCOc1nc2c(c(=O)n(C)c(=O)n2C)n1C	17	4	-2	2	-0.9	-1	-4	-4	10
CCOc1ccccc1N1C(=O)c2ccc(S(=O)(=O)c3ccc(C(=O)O)cc3)cc2C1=O	27	-1	1	3	-0.2	-2	-14	13	-1
O=C(OCc1nnc(-c2ccccc2)o1)c1cc(=O)[nH]c2ccccc12	-11	-1	11	6	-0.6	-2	-11	6	0
Fc1cnc(N2CCOCC2)nc1N1CCc2ccccc21	-1	-3	2	1	-2.2	-2	-20	3	-2
O=C(O)c1cc2ccc(O)cc2oc1=O	5	-1	-4	3	-0.9	0	-2	7	-3
OC(c1ccccc1)c1ncc(-c2cccc(OCc3ccccc3)c2)[nH]1 (centres undefined)	-8	-4	/	3	/	1	7	2	4
O=C(CSc1nc(NS(=O)(=O)c2ccccc2)cc(=O)[nH]1)Nc1ccccc1Cl	22	4	2	1	-1.2	-3	2	5	-1
O=C1CC(C(=O)Nc2ccc(C(=O)N3CCOCC3)cc2)C2(CCCCC2)O1 (centres undefined)	15	0	8	11	0.1	1	3	-4	3
CC1=C(C(=O)N2CCOCC2)C(c2cccc(C)c2)NC(=S)N1 (centres undefined)	18	5	-7	3	-0.6	0	0	-2	-2
O=S1(=O)N=C(N2CCCC2)c2ccccc21	10	-1	-4	3	1.1	1	-15	-2	0
C=CCN(CC=C)CCOc1ccccc1	-13	-3	6	1	0.7	-2	-3	7	6
CC/C(O)=C1\C(=O)CCCC1=NCCc1nc2ccccc2[nH]1	3	6	/	/	/	1	/	-2	-2
COC(=O)c1ccccc1S(=O)(=O)N1CCC(C(=O)Nc2ccccc2N2CCOCC2)CC1	0	-9	-10	3	1.7	0	-8	5	-5
NC(=O)c1cc([N+](=O)[O-])c(Cl)cc1NCc1ccncc1	-9	4	-9	15	-0.7	2	-15	-6	-1
CCCCn1cnc2c1c(=O)n(CC(=O)c1cc(C)n(C)c1C)c(=O)n2CC(C)C	19	3	-14	1	-0.7	0	-2	0	6
Cc1cc(C)c(C)c(S(=O)(=O)N2CCN(CC(=O)Nc3ccc([N+](=O)[O-])cc3)CC2)c1C	21	3	40	1	9.2	0	-5	-5	6
Cc1ccc(N2CN=C3SCC(=O)N3C2)cc1C	18	1	16	0	2.0	1	-11	2	6
O=C(NC(=S)NCc1ccccc1)c1ccc2c(c1)OCO2	21	-7	30	2	-5.9	-6	2	6	0
CC(=O)C1=C(O)C(=O)N(Cc2ccccc2)C1c1cccc([N+](=O)[O-])c1 (centres undefined)	1	-6	3	1	-0.3	-3	-20	12	-8
CCc1nnc2cccc(Cl)n12	18	5	13	1	0.8	-2	4	-4	10
CCOC(=O)N1CCC(N2Cc3cccc(C(=O)Nc4ccc(F)cc4)c3C2=O)CC1	16	4	8	4	0.6	0	5	-2	-3
CCCCNC(=S)N(C)/N=C/c1c(C)[nH]c2ccccc12	17	-2	2	2	4.2	-4	-26	-2	-2
CCN(CC)c1cccc(OC(=O)c2cccnc2Cl)c1	20	1	-1	-3	0.2	-7	10	2	1
Cc1cc(NC(=O)CCN2CCCCC2)ccc1Br	16	7	-33	4	6.9	-13	-15	2	-4
NC(=O)c1ccccc1Br	22	5	-3	3	1.1	1	-4	5	10
CCS(=O)(=O)c1ncc(Cl)c(C(=O)Nc2ccccc2OC)n1	-10	0	20	1	-0.2	-4	-34	5	4
COc1ccc(CC(=O)Nc2c3c(nn2C(C)(C)C)CS(=O)(=O)C3)cc1	9	-4	1	1	-0.3	-2	-10	-1	-2
Cc1ccc(OC(=O)c2ccccc2P(=O)(O)O)cc1	22	-6	-4	16	-0.8	-1	-6	9	5
COc1cccc(C2CC(c3ccccc3Cl)Nc3ncnn32)c1 (centres undefined)	18	2	-18	6	15	-1	10	0	-4
COC(=O)c1ccc(S(=O)(=O)c2ccc(C(=O)OC)s2)s1	/	/	14	8	-1.0	/	9	/	/
F[B-](F)(F)COc1ccccc1	15	2	25	1	-4.5	1	12	0	5
COc1ccccc1/C=C/CN1CCN(Cc2ccc(C)o2)C(CCO)C1 (centres undefined)	11	-4	18	6	-0.3	-4	11	11	4
O=C1c2ccccc2C(=O)N1CCSc1nnc(-c2ccco2)n1Cc1ccccc1	20	-9	20	17	-1.6	1	0	5	-3
COc1cccc(N2C(=O)CC(N3CCC(C(N)=O)(N4CCCCC4)CC3)C2=O)c1 (centres undefined)	15	0	8	3	-1.1	-2	-11	-1	-1
O=C(CSc1nnc2ccc(-c3ccccn3)nn12)NCCc1ccccc1	-16	-4	-3	1	-0.9	-3	-2	-3	6
C=CCNc1sc(C(=O)C2CC2)c(N)c1C#N	13	-2	9	11	-3.2	0	15	-3	-2
CC(C)(C)C1CCC(=NNC(=O)CN(c2ccccc2)S(=O)(=O)c2ccccc2[N+](=O)[O-])CC1 (centres undefined)	10	-7	19	0	2.1	-3	-24	9	-7
Cc1ccc(S(=O)(=O)NCCC(=O)NCC(c2cccs2)N(C)C)cc1 (centres undefined)	0	-7	2	2	-1.3	0	-24	8	2
C=CCOC(=O)CCCCCCCC	21	1	-3	8	-1.1	1	-12	0	1
CC(=O)c1cccc(NC(=O)c2cc(C(C)C)on2)c1	1	-1	-5	1	2.1	-1	-21	-3	-6

Some of the entries so far, with each value named.
> O=C(CCS(=O)(=O)c1ccc(F)cc1)Nc1ccc(N2CCN(Cc3ccccc3)CC2)cc1
  M1 PAM parental = 16; CHRM5 PAM = -1; CRFR2-BP antag = 0; TAAR1 agonist = 4; CRFBP-R2 agonist = -1.5; M5 ag = -1; TAAR1 antag = -27; M5 antag = 0; M4 PAM = 1
> CCS(=O)(=O)c1ncc(Cl)c(C(=O)Nc2ccccc2OC)n1
  M1 PAM parental = -10; CHRM5 PAM = 0; CRFR2-BP antag = 20; TAAR1 agonist = 1; CRFBP-R2 agonist = -0.2; M5 ag = -4; TAAR1 antag = -34; M5 antag = 5; M4 PAM = 4
> CC(C)c1ccccc1NC(=O)c1cccc(NC(=O)c2ccccc2)c1
  M1 PAM parental = 15; CHRM5 PAM = -8; CRFR2-BP antag = 32; TAAR1 agonist = 9; CRFBP-R2 agonist = -1.5; M5 ag = -2; TAAR1 antag = 19; M5 antag = -3; M4 PAM = 0
> CCCCNC(=S)N(C)/N=C/c1c(C)[nH]c2ccccc12
  M1 PAM parental = 17; CHRM5 PAM = -2; CRFR2-BP antag = 2; TAAR1 agonist = 2; CRFBP-R2 agonist = 4.2; M5 ag = -4; TAAR1 antag = -26; M5 antag = -2; M4 PAM = -2

Carrying on:
SMILES	M1 PAM parental	CHRM5 PAM	CRFR2-BP antag	TAAR1 agonist	CRFBP-R2 agonist	M5 ag	TAAR1 antag	M5 antag	M4 PAM
COc1ccc(CC(=O)NC(C)c2nnc(SCc3nc4ccccc4c(=O)[nH]3)n2C)cc1 (centres undefined)	22	6	36	4	3.5	-4	7	-4	14
COc1ccc(-n2cc(CNCc3cccnc3)c(-c3cccc(F)c3)n2)cc1	-14	1	-7	4	-0.3	0	2	7	4
O=C(Nc1ccc(S(=O)(=O)Nc2ccnn2-c2ccccc2)cc1)C(F)(F)F	21	-1	2	0	1.9	-3	-3	-1	4
CCN(CC)CC(=O)Nc1ccc(C)cc1C(=O)c1ccccc1	16	2	5	4	-0.6	-5	-8	1	0
CC1(C)CSC(C)(C)C(=O)N1	-22	6	2	1	-3.3	4	-13	3	3
CC(NCC(=O)NCCc1ccc(S(N)(=O)=O)cc1)c1ccc(F)cc1 (centres undefined)	6	5	-7	0	1.8	0	6	-10	11
CCOC(=O)c1cccc(NC(=O)Cn2nc(C)n3cccc3c2=O)c1	6	-8	0	0	1.1	-5	-23	-2	2
COc1cccc(CN2CCN(Cc3ccccc3C(F)(F)F)CC2)c1	21	-24	-7	8	-1.6	-17	1	8	-13

Bioassay records (PubChem)
